Source: PubChem BioAssay
LYP phosphatase: inhibitors of LYP phosphatase, biochemical, fluorescence intensity, uHTS (AID 1779) | recombinant LYP phosphatase, fluorescence intensity; higher % means a stronger effect | inhibition, % at 11.5 µM, or IC50 in µM where a hit was titrated | 0.054% of 290,000 active; in the data active = inhibition above about 50%;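 note: plate controls were vehicle with enzyme for no effect and no enzyme for full effect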
MgcRacGAP inhibition: MgcRacGAP GTPase-activating activity inhibitors, confirmation, biochemical, ADP Hunter fluorescence | MgcRacGAP-stimulated Rac1 GTP hydrolysis, ADP Hunter fluorescence; higher % means a stronger effect; GST-tagged Rac1 F28L mutant substrate | inhibition, % at 30 µM, or IC50 in µM where a hit was titrated | 0.6% of 340,000 active | AID 624330;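 active = first-screen hits whose inhibition reached a set limit at any dose in the follow-up dose series; inconclusive = inhibition above the set first-screen limit but never retested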;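 note: fluorescence reports GDP produced by GAP-driven GTP hydrolysis; strong numbers were not always called active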
XIAP displacement: XIAP antagonists, biochemical, IAP family, fluorescence polarization (AID 1018); XIAP BIR domain, fluorescence polarization peptide displacement; higher % means a stronger effect; 0.007% of 200,000 active; displacement, % at 20 µM, or IC50 in µM where a hit was titrated; in the data active = displacement above about 50%; note: a part of the inactive calls stands beside numbers as strong as those of hits
SV40 large T antigen: SV40 large T antigen inhibitors, biochemical (AID 1903) | SV40 large T antigen ATPase/helicase inhibition assay; higher % means a stronger effect | one-dose inhibition, % at 20 µM; IC50 in µM for titrated hits | 0.39% of 310,000 active; in the data active = a potency from the dose series; inconclusive = inhibition mostly from about 32% at the one dose, without a potency; inactive = the rest, 99 in 100 with inhibition below about 32%; note: strong numbers were not always called active
Dengue-2 NS5 capping: Dengue-2 NS5 methyltransferase inhibitors, primary screen, biochemical, confirmation dose response (AID 588689) | 0.3% of 340,000 active | Dengue-2 NS5 methyltransferase capping enzyme assay, biochemical; higher % means a stronger effect | inhibition, % at 25 µM, or IC50 in µM where a hit was titrated; in the data active = a potency from the dose series; inconclusive = inhibition above about 29% without an active follow-up result
AID2073: disruptors of CaV2.2 binding to Mint1 – biochemical, HTRF (AID 2073); one-dose inhibition, % at 20 µM; IC50 in µM for titrated hits; 0.19% of 290,000 active; HTRF protein-protein interaction, Mint1-CaV2.2; higher % means a stronger effect; in the data active = inhibition mostly above about 51%, no sharp cut-off; inconclusive = no clear call, values can overlap the other calls; inactive = mostly below about 53%; note: some results filed as inactive read as strong as hits
RSV antiviral HEp-2: inhibition of RSV-induced cytopathic effect – HEp-2 cells, primary 10 µM value included (AID 2391) | HEp-2 cells, RSV-induced CPE inhibition; higher % means a stronger effect | one-dose CPE inhibition, % at 10 µM; IC50 in µM for titrated hits | 0.13% of 310,000 active; in the data active = a potency from the dose series; inconclusive = CPE inhibition mostly from about 23% at the one dose, without a potency; inactive = the rest, 99 in 100 with CPE inhibition below about 21%; note: strong numbers were not always called active
SIAH1 antagonists: blockers of Siah-1 interaction with plectin peptide – biochemical, fluorescence polarization, rhodamine-plectin, uHTS, primary screen (AID 1817); 0.02% of 290,000 active; Siah-1 / rhodamine-plectin peptide fluorescence polarization; higher % means a stronger effect; displacement, % at 20 µM, or IC50 in µM where a hit was titrated;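 active = displacement of at least 50% at 20 µM, with a fluorescence ratio check between 0.3 and a set limit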;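 note: plate controls were Siah plus tracer with DMSO for no effect and tracer alone without Siah for full effect; strong numbers were not always called active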
HIV fusion peptide: inhibitors of HIV fusion peptide binding, primary screen, biochemical, uHTS, fluorescence dequenching (AID 1986); cell-free peptide binding, fluorescence dequenching, 30 min; higher % means a stronger effect; inhibition, % at 20 µM; hits with a dose series show IC50 in µM; 0.3% of 290,000 active; in the data active = inhibition mostly above about 52%, no sharp cut-off; inactive = mostly below about 76%; note: some results filed as inactive read as strong as hits
Active calls of the source: *; u = inconclusive; x = not tested or not shown. No enrichment for hits; any-hit rate near 1.7%.

1: CN(Cc1ccccc1)c1nnc(N)s1
2: O=C(c1ccc2c(c1)OCO2)N(Cc1cccs1)C1(C(=O)NC2CCCCC2)CCCCC1
3: Cc1ccc(S(=O)(=O)Nc2cc(=O)[nH]c(SCc3ccc(Cl)cc3)n2)cc1
4: COc1ccc(-c2[nH]ncc2CN(C)Cc2cnccn2)c(OC)c1
5: Cc1ccc(NC(=O)N(Cc2ccco2)Cc2cc3cc(C)cc(C)c3nc2Cl)cc1
6: COc1ccc(N/C=C/C(=O)c2ccc(Oc3ncccn3)cc2)cc1
7: CCC1=[N+](CC(=O)c2ccc(Br)cc2)CCn2c(C)ccc21
8: Cc1ccc(N2CC(C(=O)NCCS(=O)(=O)N3CCN(c4ccc(F)cc4)CC3)CC2=O)cc1 (configuration not stated)
9: Nc1nnc(SCC(=O)OCc2ccc(F)cc2)s1
10: O=C(O)c1cccc(COc2cccc3ccccc23)c1

screen / no.,1,2,3,4,5,6,7,8,9,10
LYP phosphatase,-1%,11%,0%,-8%,0%,-3%,-6%,-11%,0%,x
MgcRacGAP inhibition,4%,4%,12%,3%,x,13%,-1%,12%,-1%,6%
XIAP displacement,-46%,-5.6%,-2.7%,-13%,-4.1%,-4.4%,x,x,-11%,x
SV40 large T antigen,12%,4%,6%,9%,1%,7%,-2%,9%,2%,7%
Dengue-2 NS5 capping,-4%,84%,-3%,-4%,x,-2%,1%,6%,-4%,0%
AID2073,-6%,-3%,1%,-2%,8%,2%,12%,23%,2%,x
RSV antiviral HEp-2,0.9%,-0.5%,0.8%,-1.4%,x,-0.9%,x,0.7%,1.9%,28µM*
SIAH1 antagonists,15%,1%,-3%,3%,-1%,0%,-2%,5%,-4%,x
HIV fusion peptide,1.8%,-0.3%,0.5%,-0.7%,-1.0%,-1.2%,2.1%,-0.7%,2.9%,x

11: O=C(O)c1cccc(COCC(F)(F)C(F)F)c1
12: Cc1noc(NS(=O)(=O)c2ccc(NC(=O)CSc3nnc4c(n3)[nH]c3ccccc34)cc2)c1C
13: COc1ccc(C(=O)N(Cc2ccccc2)c2ccc(C)cc2)cc1S(=O)(=O)N1CCOCC1
14: COc1cc(C(=S)N2CCOCC2)ccc1OC(=O)c1cc(OC)c(OC)c(OC)c1
15: CC(C)[C@H](NC(=O)N1c2ccccc2NC(=O)[C@@H]1C(C)C)C(=O)N[C@H](C(=O)O)c1ccccc1
16: OC1CCCN(CC(O)COC(c2ccc(F)cc2)c2ccc(F)cc2)C1 (configuration not stated)
17: COc1ccc(S(=O)(=O)c2c(O)c3ccc(C(=O)Nc4ccc(F)cc4)cc3[nH]c2=O)cc1
18: C/C(=N/N1CCN(Cc2cccc3ccccc23)CC1)c1ccco1
19: CC(C)CC(=O)Nc1nnc(S(=O)(=O)Nc2ccccc2)s1
20: O=c1cc(NC2CCCCCC2)[nH]c(=O)[nH]1

screen / no.,11,12,13,14,15,16,17,18,19,20
LYP phosphatase,-10%,3%,x,-5%,-14%,-6%,-6%,-4%,-5%,-5%
MgcRacGAP inhibition,5%,15%,-2%,18%,1%,26%,-8%,14%,7%,10%
XIAP displacement,-7.8%,-5.1%,x,x,x,x,x,x,x,-8.5%
SV40 large T antigen,-1%,14%,25%,5%,9%,3%,2%,9%,9%,10%
Dengue-2 NS5 capping,-2%,8%,1%,-4%,-6%,3%,3%,-8%,1%,x
AID2073,-3%,18%,x,-20%,15%,10%,12%,-7%,16%,10%
RSV antiviral HEp-2,-0.1%,1.9%,2.1%,0.0%,0.8%,0.3%,0.5%,x,3.0%,1.1%
SIAH1 antagonists,0%,22%,x,5%,-2%,3%,-3%,11%,1%,-3%
HIV fusion peptide,4.4%,48%,x,-0.5%,-2.2%,0.1%,16%,0.9%,1.0%,3.1%

21: O=C1CC(N2CCN(Cc3ccccc3)CC2)C(=O)N1CCc1ccccc1 (configuration not stated)
22: COc1ccc(CNC(=O)CSc2nnc(-c3cccnc3)n2N)cc1
23: CC(=O)OCCCN1c2ccccc2Nc2nnc(-c3ccccc3)cc21
24: CN(C)S(=O)(=O)c1ccc2c(c1)nc(CCC(=O)O)n2C
25: CCCc1cc(=O)oc2cc(O[C@@H]3O[C@H](CO)[C@@H](O)[C@H](O)[C@H]3O)ccc12
26: O=C(NN=C1CCN(Cc2ccccc2)CC1)c1cc2ccccc2cc1O
27: CC(C)(C)C(=O)CN1CCN(C2c3ccccc3-c3ccccc32)CC1
28: Clc1ccc(-c2csc(N3CCOCC3)n2)cc1
29: COC(=O)c1c(NS(=O)(=O)c2ccccc2)csc1C
30: CCOc1cc(C2Nc3cccc4cccc(c34)N2)ccc1O

screen / no.,21,22,23,24,25,26,27,28,29,30
LYP phosphatase,-4%,-5%,-4%,-6%,-3%,13%,-9%,-3%,-7%,1%
MgcRacGAP inhibition,2%,-2%,7%,6%,5%,1%,4%,9%,14%,21%
XIAP displacement,-18%,-6.4%,-1.9%,2.6%,x,-1.2%,-5.1%,-4.3%,x,-1.1%
SV40 large T antigen,14%,10%,3%,0%,1%,3%,23%,1%,19%,16%
Dengue-2 NS5 capping,-4%,-2%,4%,0%,-3%,2%,-3%,-2%,3%,0%
AID2073,-9%,6%,-5%,-6%,5%,70%,-14%,-18%,17%,36%
RSV antiviral HEp-2,-0.5%,1.1%,1.3%,x,-0.3%,1.2%,-0.9%,x,x,83%
SIAH1 antagonists,6%,4%,3%,-1%,-4%,13%,0%,-5%,-1%,0%
HIV fusion peptide,9.4%,2.3%,-1.0%,-0.4%,-0.5%,56%*,-2.4%,1.8%,-1.2%,-0.3%

31: COc1ccc(NC(=O)NC2CC3CCCC(C2)N3Cc2ccccc2)cc1 (configuration not stated)
32: O=C1Nc2cc(C(=O)N3CCN(Cc4ccccc4)CC3)ccc2SC1N1CCOCC1 (configuration not stated)
33: Cc1ccc(C(=O)N2CCc3ccccc32)o1
34: O=C(Nc1ccccc1)N1CCn2c(nc3ccccc32)C1
35: O=C(OCc1cc2ccccc2[nH]c1=O)c1cccnc1
36: Cc1ccccc1OCC(=O)Nc1ccccc1-c1ccccc1
37: Cc1cccc(N2C(=O)NC3(CCCCC3)C2=O)c1
38: CCOC(=O)c1c(NC(=O)c2ccc(Cl)s2)sc(C)c1C
39: O=C1CC(c2ccccc2)CC(O)=C1C=Nc1ccc(Cl)cc1 (configuration not stated)
40: CC(NC(c1ccccc1)c1ccccc1)C(=O)N1CCCc2ccccc21 (configuration not stated)

screen / no.,31,32,33,34,35,36,37,38,39,40
LYP phosphatase,-3%,-8%,-3%,-7%,-1%,x,-4%,-1%,4%,8%
MgcRacGAP inhibition,4%,4%,-7%,4%,10%,-5%,9%,5%,2%,-7%
XIAP displacement,-3.1%,-1.4%,-7.2%,-4.7%,1.4%,x,-6.6%,-6.0%,-3.1%,3.5%
SV40 large T antigen,0%,2%,0%,18%,-2%,19%,13%,x,6%,10%
Dengue-2 NS5 capping,-6%,-10%,4%,-8%,-6%,-11%,-1%,2%,-10%,-8%
AID2073,-4%,1%,0%,2%,-12%,x,2%,21%,36%,5%
RSV antiviral HEp-2,-0.2%,0.3%,0.6%,1.9%,3.5%,12%,2.5%,-2.0%,0.6%,11%
SIAH1 antagonists,3%,4%,-4%,-1%,-1%,x,-1%,1%,-2%,3%
HIV fusion peptide,-1.2%,0.9%,-1.4%,-1.0%,0.4%,x,1.6%,-1.6%,5.8%,-2.1%

No new results follow: four of the compounds above.
32: O=C1Nc2cc(C(=O)N3CCN(Cc4ccccc4)CC3)ccc2SC1N1CCOCC1 (configuration not stated)
33: Cc1ccc(C(=O)N2CCc3ccccc32)o1
34: O=C(Nc1ccccc1)N1CCn2c(nc3ccccc32)C1
35: O=C(OCc1cc2ccccc2[nH]c1=O)c1cccnc1

screen / no.,32,33,34,35
LYP phosphatase,-8%,-3%,-7%,-1%
MgcRacGAP inhibition,4%,-7%,4%,10%
XIAP displacement,-1.4%,-7.2%,-4.7%,1.4%
SV40 large T antigen,2%,0%,18%,-2%
Dengue-2 NS5 capping,-10%,4%,-8%,-6%
AID2073,1%,0%,2%,-12%
RSV antiviral HEp-2,0.3%,0.6%,1.9%,3.5%
SIAH1 antagonists,4%,-4%,-1%,-1%
HIV fusion peptide,0.9%,-1.4%,-1.0%,0.4%

(next part)
41: CCOC(=O)C1=C(C)Nc2sc(C(=O)c3ccc(C)cc3)c(N)c2C1c1ccc(C(=O)OC)cc1 (configuration not stated)
42: O=C(CSc1nnc(Cc2ccccc2)n1-c1ccc(F)cc1)N1CCOCC1
43: O=C(c1ccc(OC2CCN(Cc3cccc(F)c3)CC2)cc1)N1CCCCC1
44: COC(=O)c1ccc(NC(=O)C2CC2)o1
45: CC(C)c1nc(SCC(=O)NC2CCCC2)c2ccccc2n1
46: CCc1c(OC(C)=O)c2ccccc2n(C)c1=O
47: COc1ccc2c(c1)c(=O)oc1c(C)c(OC(C)C(=O)N[C@@H](Cc3c[nH]c4ccc(O)cc34)C(=O)O)ccc12 (some centres not stated)
48: O=C(c1ccc2ccccc2c1)C1CCCN(C(=O)c2cccnc2)C1 (configuration not stated)
49: O=C(NC1CCCc2ccccc21)c1ccc([N+](=O)[O-])cc1 (configuration not stated)
50: COc1cccc(Nc2n[nH]c(=S)s2)c1

screen / no.,41,42,43,44,45,46,47,48,49,50
LYP phosphatase,1%,-9%,-7%,-2%,-8%,-3%,8%,-10%,0%,-3%
MgcRacGAP inhibition,1%,8%,6%,1%,6%,-7%,12%,5%,8%,u
XIAP displacement,5.3%,0.9%,x,-19%,x,1.1%,x,x,x,1.0%
SV40 large T antigen,18%,2%,11%,0%,8%,-15%,u,14%,7%,u
Dengue-2 NS5 capping,-7%,1%,-5%,-3%,-2%,-6%,-1%,-5%,4%,-7%
AID2073,24%,-11%,6%,-4%,2%,-12%,19%,3%,1%,0%
RSV antiviral HEp-2,2.0%,0.1%,2.8%,2.2%,-0.4%,0.9%,x,1.2%,0.6%,u
SIAH1 antagonists,6%,-2%,8%,-1%,2%,8%,-2%,3%,2%,5%
HIV fusion peptide,20%,-1.1%,-0.6%,0.1%,1.6%,-3.9%,28%,0.7%,-1.2%,-0.1%
